Smad3 FoxH1 inh: blocks human Smad3 binding to FoxH1 peptide | actives 0.29% (n = 88,000) | AID 630 | inhibition, % at 25 µM | P84022 | TR-FRET Smad3/Dy647-FoxH1 peptide binding, europium anti-His;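 active = compounds that reduce the energy-transfer binding signal between the protein and its labelled peptide by more than half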;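 also: 0% = Smad3 plus labelled peptide maximal FRET and 100% = peptide-only background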
MT1-MMP txn act: MT1-MMP promoter transcription activation | HT1080 MT1-MMP promoter luciferase reporter, luminescence, overnight; stronger effect = higher value | activation factor at 10 µM | actives 0.16% (n = 86,000);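 active = activation factor of at least 2 for MT1-MMP transcription at 10 µM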
ERa SRC1 pot: enhances coactivator binding to human estrogen receptor alpha; TR-FRET ERalpha-LBD/SRC-Cy5 coactivator binding, 2 h; 100 = basal binding, no effect; coactivator binding (% of control), % at 25.6 µM; actives 1.3% (n = 86,000); in the data active = activity above about 200%;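 also: binding measured in presence of low estradiol as agonist stimulus; 0% = peptide alone without receptor and 100% = receptor with peptide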
ERa coact inh: blocks coactivator binding to human estrogen receptor alpha; P03372; TR-FRET ER-alpha LBD / SRC-1 peptide, estradiol-bound; inhibition, % at 25.6 µM; actives 1.7% (n = 86,000); in the data active = inhibition above about 50%;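 also: 0% = receptor plus peptide control and 100% = peptide only without receptor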
H69AR growth 86K: growth inhibitors of human H69AR lung tumor cells. H69AR lung tumor viability, ATP luminescence, 72 h; stronger effect = lower value. viability, % at 10 µM. actives 6% (n = 85,000);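 active = viability at or below 40%; inactive = viability above 40%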;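 also: multidrug resistant small cell line overexpressing MRP-1 efflux transporter; 100% = mean luminescence of untreated control wells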
CD11b adhes enh: enhancers of human CD11b/CD18 binding to fibrinogen | K562 CD11b/CD18 adhesion to fibrinogen, ATPlite luminescence | activation, % at 10 µM | actives 0.07% (n = 93,000) | AID 1499;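 active = 10 µM primary screen giving 50% or more activity, confirmed by 40% or more on retest at that dose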; also: strong numbers were not always called active
Target sequence (P05107 whole entry, looked up, other chains not shown): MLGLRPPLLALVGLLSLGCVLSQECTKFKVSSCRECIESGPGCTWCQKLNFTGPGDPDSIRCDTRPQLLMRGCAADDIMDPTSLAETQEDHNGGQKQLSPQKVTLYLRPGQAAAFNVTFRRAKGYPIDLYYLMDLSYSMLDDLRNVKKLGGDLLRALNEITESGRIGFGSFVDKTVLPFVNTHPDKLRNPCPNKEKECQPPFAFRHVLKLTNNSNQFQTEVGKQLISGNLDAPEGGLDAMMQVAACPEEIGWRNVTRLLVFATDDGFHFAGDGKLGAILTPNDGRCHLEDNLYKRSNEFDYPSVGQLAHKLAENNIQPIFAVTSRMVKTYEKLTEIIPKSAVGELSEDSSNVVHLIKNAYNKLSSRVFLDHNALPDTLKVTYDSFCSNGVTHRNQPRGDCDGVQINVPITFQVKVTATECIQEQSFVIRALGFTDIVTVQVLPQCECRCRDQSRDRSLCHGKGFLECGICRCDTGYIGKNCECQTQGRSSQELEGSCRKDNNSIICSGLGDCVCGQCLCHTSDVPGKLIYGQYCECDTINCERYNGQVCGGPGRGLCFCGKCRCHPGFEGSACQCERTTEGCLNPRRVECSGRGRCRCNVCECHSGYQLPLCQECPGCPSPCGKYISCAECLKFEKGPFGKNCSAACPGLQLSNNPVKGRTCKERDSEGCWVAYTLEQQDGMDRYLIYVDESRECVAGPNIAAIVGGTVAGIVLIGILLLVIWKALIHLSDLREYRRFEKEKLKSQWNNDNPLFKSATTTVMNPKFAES
ERb SRC1 inh: blocks coactivator binding to human estrogen receptor beta | AID 633 | inhibition, % at 25.6 µM | Q92731 | actives 1.3% (n = 86,000) | TR-FRET ER-beta LBD / SRC1-Cy5 peptide binding; receptor agonist-loaded with 1 µM estradiol;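 active = compounds whose percent inhibition of the receptor-coactivator binding signal exceeds about 50% in the single-dose screen, limit read from the data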;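 also: 0% = receptor plus peptide wells without compound and 100% = peptide-only wells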
Fibroblast inh: blocks proliferation of human lung fibroblasts; LL 47 human lung fibroblast viability, ATP luminescence; stronger effect = lower value; viability, % at 10 µM; actives 1.1% (n = 85,000); AID 719;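 active = viability at or below 50% in the single dose screen; inactive = viability above 50%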;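 also: compound exposure lasted 72 h before the ATP readout; 100% = median luminescence of untreated cell-only wells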
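Assay system: human lung fibroblast line LL 47, low passage. Input: 1,150 fibroblasts seeded per well. Times: overnight cell rest, 72 h compound treatment at 37 °C. Evaluation: % viability of median cell-only signal. Technique: luminescent ATP detection, CellTiter-Glo. Control set: cell-only wells, no compound.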
HUVEC prolif 384: human endothelial cell proliferation inhibition; HUVEC proliferation, CellTiter-Glo luminescence, 72 h; stronger effect = lower value; viability, % at 10 µM (by protocol); actives 1.1% (n = 86,000); AID 648;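 active = viability at or below 30%; inactive = viability above 30%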;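 also: 100% = median luminescence of DMSO-only cell control wells on each plate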
An asterisk follows results filed as active; / = no result given; [ ] = remark or other dose. This is a subset, so the mix of outcomes need not match the whole.

SMILES	Smad3 FoxH1 inh	MT1-MMP txn act	ERa SRC1 pot	ERa coact inh	H69AR growth 86K	CD11b adhes enh	ERb SRC1 inh	Fibroblast inh	HUVEC prolif 384
CCOCc1nc(C)c(Cl)c(NS(=O)(=O)c2ccc(N)cc2)n1	-4	1	119	1	88	1	2	99	81
Nc1cc(-c2ccc(Br)cc2)nn1S(=O)(=O)c1ccccc1	-2	1.2	102	-5	94	5	-11	95	85
CSc1sc(C(=O)O)c2c1C(=O)CCC2	-4	1.2	92	34	89	0	30[fluorescence artefact?]	99	90
Cc1ccc(NC(=O)CN2C(=O)S/C(=C/c3ccc(-c4cc(C(=O)O)ccc4C)o3)C2=O)cc1C	4	1.1	237*[fluorescence artefact?]	66*	84	61*	73*	99	77
CN(C)c1c([N+](=O)[O-])ncn1C	-6	1.1	83	0	94	-4	-1	105	95
CCOC(=O)c1cc2sccc2n1CC(=O)N1CCN(C(=O)c2ccco2)CC1	-2	1.2	100	-4[fluorescence artefact?]	89	3	-3[fluorescence artefact?]	104	93
O=C(CSc1nnc(C2CC2)n1Cc1ccccc1)NCc1ccccc1	11	1.2	81	11	104	-3	-10	94	102
O=C(CNS(=O)(=O)c1ccc(Br)s1)Nc1ccc2c(c1)OCCO2	-5	1.1	101	-3	92	-2	-4	91	98
COCCOCCn1c(CCCO)nc2ccccc21	1	1.2	113[fluorescence artefact?]	-6	95	-2	-8	105	92
CCOC(=O)c1ccc(N2N=C(C)/C(=C/C=C/c3ccco3)C2=O)cc1	2	1.8	73	46	70	/	34	76	72
O=C(O)C1CC(=O)N(CCc2c[nH]c3ccccc23)C1 (centres undefined)	1	1.1	109	-13	88	-3	-8	101	103
COC(=O)c1ccc(NC(=O)CC2C(=O)N(c3ccc(C)cc3)C(=O)N2CC(C)C)cc1 (centres undefined)	4	1.1	100	-12	109	-4	-26[fluorescence artefact?]	95	129
CCOc1ccc(-c2nnc3ccc(SCC(=O)N4CCN(c5ccccc5)CC4)nn23)cc1	-45	1	126	22	86	/	10[fluorescence artefact?]	101	76
CCC(C(=O)c1ccc(O)cc1)c1ccccc1 (centres undefined)	9	1	39	13	99	-8	-3	102	121
CC(C)Cc1c(O)nc(SCCN2CCOCC2)[nH]c1=O	4	1	117	-2	97	-2	6	103	92
C=CCNC(=O)Cn1nc(-c2ccccc2)ccc1=O	-3	1.2	130	-1	97	-3	10	96	98
CCOc1ccccc1N(CC(=O)NC(C)(C)C)C(=O)c1ccc(CN2CCOCC2)o1	5	1.1	108	-13	93	-1	-11[fluorescence artefact?]	101	90
Cc1nn2c(N3CCN(C(=O)c4ccco4)CC3)cc(C(C)(C)C)nc2c1-c1ccccc1	11	1	88	-2	100	/	5	87	73
CCOC(=O)c1ccc(N2C(=O)CC(N3CCC(Nc4ccc(F)cc4)CC3)C2=O)cc1 (centres undefined)	-8	1.3	94	-1	99	-1	-12	109	100
S=C1NCCOCCOCCOCCOCCNC(=S)NCCOCCOCCOCCOCCN1	-4	1.2	102	-10	95	/	-6	96	98
Cc1ccc2c(CN3CCC(C)CC3)cc(=O)oc2c1	24[fluorescence artefact?]	1.7	89	0	88	-4	-2	98	105
CC(C)Cc1nnc(NS(C)(=O)=O)s1	3	1.1	115[fluorescence artefact?]	-14	101	-2	-13	97	97
O=C(CCN1CCCCCC1)Nc1ccc(F)cc1	7	1.2	93	8	89	-2	-5	97	99
CCc1nc(OCCN(C)C)c2oc3ccccc3c2n1	8	1	124	-11	91	-1	-1	95	103
COc1ccc(N2CCN(C(c3cccs3)c3nnnn3C3CCCC3)CC2)cc1 (centres undefined)	2	1.1	95	-2	60	7	2	101	105
O=C(c1nc(-c2ccccc2)n(-c2ccccc2)n1)N1CCCCCC1	0	1.1	125	5[fluorescence artefact?]	92	1	-1[fluorescence artefact?]	101	109
Cc1ccc(Cn2c(SCc3cccnc3)nc3c2c(=O)n(C)c(=O)n3C)cc1	4	1.1	92	20	101	-2	7	92	103
Cc1cc(NCCN(C)C)n2nc(-c3cccs3)cc2n1	14[fluorescence artefact?]	1.6	105[fluorescence artefact?]	-26	71	-1	-26	94	89
O=S(=O)(c1ccc(N2CCC(c3ccc(Cl)cc3)=N2)cc1)N(CCO)CCO	2	1.2	74[fluorescence artefact?]	39	13*	-2	9	88	47
OC[C@H]1O[C@@H](n2cnc3c(NC4CCCC4)ncnc32)[C@H](O)[C@@H]1O	5	1.1	117	0	75	/	-1	98	73
CCCC(=O)N1CCc2cc(OC)c(OC)cc2C1c1cc2cc3c(cc2[nH]c1=O)OCO3 (centres undefined)	14	1.1	107	-6	91	/	-8	100	91
CCc1ccccc1N1CSC2=C(C#N)C(c3ccccc3F)CC(=O)N2C1 (centres undefined)	14	1	160	-15	29*	47	2	97	82
Cc1ccc(S(=O)(=O)O)c(C)c1N1CCCC1=O	0	1.2	115	-1	92	-1	-6	91	97
Cc1noc(C)c1COC(=O)Cc1ccc(Cl)c(Cl)c1	-15	1	120	-2	105	3	4	106	88
C=CCNS(=O)(=O)c1ccc(OC)c(C)c1	-13	1	90	-4	92	-3	4[fluorescence artefact?]	98	110
CC1CCCN(CC(O)COc2ccc(Cl)cc2)C1 (centres undefined)	8	1.1	109	-11	98	-3	-1	116	92
Cc1cccc(NCc2ccccc2O)c1C	-5	1.1	110	4	95	2	0	93	84
O=C1C2C(C(=O)N1Cc1ccco1)C1C=CC2C12CC2 (centres undefined)	-14	1	110	1	/	0	-4	95	96
Cc1cc(C)nc(NS(=O)(=O)c2ccc(NS(=O)(=O)c3ccccc3)cc2)n1	7	1.2	110	4[fluorescence artefact?]	101	-3	3[fluorescence artefact?]	108	95
Cc1cc(C(N)=O)c2cc(Br)ccc2n1	6[fluorescence artefact?]	1	115	44	85	1	6	101	98
O=C(NCc1ccco1)C1CCN(S(=O)(=O)N2CCC3(CC2)OCCO3)CC1	-3	1.3	94[fluorescence artefact?]	-4	84	2	4	95	98
CCOC(=O)N1CCC(NCCNC(=O)c2ccc(Cl)cc2)CC1	-2	1.1	90	19	88	-1	15	86	85
CCOC(=O)CCc1nc2ccccc2[nH]1	0	1	117	-15	103	-3	-16	96	92
C=CCNc1nc(N)c(C(=O)Nc2cc(C)on2)s1	6	1.2	116	2	68	1	1	102	90
CN(C)c1ccc(/C(=N\O)c2ccccc2)cc1	15	1.3	104	-5	96	2	1	99	96
COc1ccccc1-c1cc(C(=O)Nc2cc(C)n(Cc3ccc(Cl)cc3)n2)no1	13	1.3	117[fluorescence artefact?]	6[fluorescence artefact?]	5.4*	-3	-4[fluorescence artefact?]	98	36
CNC(=O)/C(=N\O)c1ccccc1	4	1.1	122	0	102	-4	-1	98	87
CCc1cc2c(=O)c(-c3cscn3)coc2c(CN(C)C)c1O	-4	1	126	-2	89	-1	-8	97	102
CCCCOC(=O)Nc1nnc(COc2ccccc2)s1	9	1.3	124	0	91	-3	4	/	96
CCc1cc2c(=O)c(-c3nc4ccccc4n3C)c(C(C)C)oc2c(CN2CCN(C)CC2)c1O	3	1	112	7	81	/	5	86	90
COc1ccc(N2C(=O)C3C4C=CC(C4)C3C2=O)nn1 (centres undefined)	-1	1.1	109	9	96	/	6	101	98
CNc1nc2c(C)cccn2c(=O)c1C=NCc1ccccc1	11	0.9	91	-1	72	0	-2	105	91
O=S(=O)(/N=C/c1c(O)ccc2ccccc12)c1cccs1	44	1.1	80	7	86	1	7	90	97
CC1(C)CC(=O)C2=C(C1)N(c1cccc(O)c1)C1=C(C2)C(=O)CC(C)(C)C1	8	1.1	89[fluorescence artefact?]	11	96	3	13[fluorescence artefact?]	67	58
COc1cc2nc(CN3CCN(c4ncc(C(F)(F)F)cc4Cl)CC3)[nH]c(=O)c2cc1OC	-6	1	101	9	76	0	16	95	96
COc1cccc(N2CC(C(=O)Nc3c(C)cccc3C)CC2=O)c1 (centres undefined)	6	1	121	-5	84	/	-7	94	91
Cc1ccc(-c2nnn(CC(=O)N3CCN(c4nc5ccccc5s4)CC3)n2)cc1	10	1.1	133	23	/	-1	35	82	98
CCCCOC(=O)Nc1cc(C(=O)OC)ccc1C(=O)OC	3	1.2	112	3	103	4	-4	70	92
c1ccc(-c2ccccc2-n2cnnn2)cc1	-4	1.1	109	15[fluorescence artefact?]	89	-4	21[fluorescence artefact?]	89	94
N#C/C=C1\Sc2ccccc2C(=O)N1CC(=O)N1CCN(S(=O)(=O)c2ccccc2)CC1	16	1.5	121[fluorescence artefact?]	6[fluorescence artefact?]	69	-5	13	103	90

Brought forward from above: 4 compounds, then new ones.
SMILES	Smad3 FoxH1 inh	MT1-MMP txn act	ERa SRC1 pot	ERa coact inh	H69AR growth 86K	CD11b adhes enh	ERb SRC1 inh	Fibroblast inh	HUVEC prolif 384
Cc1ccc(-c2nnn(CC(=O)N3CCN(c4nc5ccccc5s4)CC3)n2)cc1	10	1.1	133	23	/	-1	35	82	98
CCCCOC(=O)Nc1cc(C(=O)OC)ccc1C(=O)OC	3	1.2	112	3	103	4	-4	70	92
c1ccc(-c2ccccc2-n2cnnn2)cc1	-4	1.1	109	15[fluorescence artefact?]	89	-4	21[fluorescence artefact?]	89	94
N#C/C=C1\Sc2ccccc2C(=O)N1CC(=O)N1CCN(S(=O)(=O)c2ccccc2)CC1	16	1.5	121[fluorescence artefact?]	6[fluorescence artefact?]	69	-5	13	103	90
COC(=O)C1=C(N)OC2=C(C(=O)CC(C)(C)C2)C1c1ccoc1 (centres undefined)	-7	1.2	107	2	104	-4	-3	91	95
Cc1ccc(NC(=S)NC(NC(=O)c2ccco2)C(Cl)(Cl)Cl)cc1 (centres undefined)	-10	/	77	0	22*	-3	-3	96	84
C(=N\c1nccs1)/c1c[nH]c2ccccc12	-2	/	74	2	72	-1	-3	99	83
c1csc(Cc2nc3ccccc3[nH]2)c1	-12	1.1	110	1	/	-1	3	100	88
NC(=O)c1ccc(NC(=O)c2ccc(CN3CCOCC3)cc2)cc1	11	1.4	98[fluorescence artefact?]	-15[fluorescence artefact?]	102	-1	-16[fluorescence artefact?]	103	98
Cn1c(=O)c(NCCc2ccccc2)c2c3c(cccc31)C(=O)c1ccccc1-2	11	1	97	-4[fluorescence artefact?]	91	-2	7	90	88
CCN1CCCC1CNC(=O)Cn1cnc2ccc(S(=O)(=O)N3CCC(C)CC3)cc2c1=O (centres undefined)	2	1.1	76[fluorescence artefact?]	1[fluorescence artefact?]	85	-5	-4[fluorescence artefact?]	92	87
Cc1c(F)cccc1NC(=O)CSCC(=O)Nc1ccccc1	-2	1.3	109	1[fluorescence artefact?]	100	-1	-8	105	103
COc1ccc2[nH]c(=O)c(CN(C)C(=O)C3CCCCC3)cc2c1	1	1.1	95	-12	81	-4	-21	93	84
O=C(Oc1nsnc1N1CCOCC1)N1CCOCC1	6	1.1	110	0	84	1	0	98	95
CN(Cc1ccccc1)S(=O)(=O)c1ccc(S(=O)(=O)N2CCN(CCC#N)CC2)cc1	4	/	110	0	100	/	-8[fluorescence artefact?]	86	107
Cc1cc(C)c2nc(SCC#N)cc(C)c2c1	1	1.2	127	3[fluorescence artefact?]	24*	8	9[fluorescence artefact?]	83	83
Cc1ccc(C)c2[nH]c(=O)c(CCNC(=O)CC(C)(C)C)cc12	0[fluorescence artefact?]	1	122	1	100	-2	1	102	95
O=C(c1ccccc1)N1CCN(C2CCCCC2)CC1	5	1.1	93	-12	94	/	-5	97	97
Cc1noc(C)c1COC(=O)CCCc1c[nH]c2ccccc12	12	1.2	87	27[fluorescence artefact?]	80	4	37[fluorescence artefact?]	101	89

Source: PubChem
